# Screening data (PubChem BioAssay)
# Tb PYK inh – blocks Trypanosoma brucei pyruvate kinase. Q57TT1. TbPYK enzyme, Kinase-Glo Plus ATP luminescence, 45 min. Potency, µM (highest dose often 76.8 µM), for inactives: top-dose activity, negative = inhibition, usual class: inhibitors. 410,000 tested, 0.12% active; also: potency is read from the fitted curve at half-maximal effect; nearly all actives have a fitted effect of over 50% in size
#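 Activity of T. brucei pyruvate kinase was followed by Kinase-Glo Plus luminescence after the enzyme reacted 45 min at room temperature with 130 uM ADP (final) and substrate. Test compounds were added before ADP at multiple concentrations.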
# HCMV antiviral – human cytomegalovirus inhibition; HFF cells, HCMV-luciferase reporter, 72 h; active compounds read low; activity change, negative = inhibition, % at 57.5 µM; 410,000 tested, 4.5% active; AID 1259415; in the data active = activity change below about -60%; inconclusive = no clear call, values can overlap the other calls; inactive = above about -39%
#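 HFF cells seeded 16 h at 37C, treated with compounds, infected with luciferase-reporter HCMV at MOI 1 PFU/cell; luciferase read at 72 h post infection, normalized to buffer-only and Salinomycin controls.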
# AMA1 RON2 block – AMA1-RON2 (P. falciparum) interaction inhibition. AlphaScreen AMA1-biotinylated RON2 peptide binding. 360,000 tested, 0.2% active. Potency, µM (highest dose often 58.2 µM), inactives show top-dose activity change, negative = inhibition, actives largely listed as inhibitors;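 also: potency is read from the fitted curve at half-maximal effect; 0% = vehicle wells and -100% = peptide control; nearly all actives have a fitted effect of over 45% in size; some results filed as inactive show a strong effect at the top dose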
#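 AMA1 (3D7) with his tag at 25 nM final met compounds first, then biotinylated RON2 peptide at 25 nM; detection used donor plus acceptor beads, 10 µg/mL apiece, read by AlphaScreen after 30 min at room temperature.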
# AmpC inh no detg – inhibitors of E. coli AmpC beta-lactamase without detergent; 330,000 tested, 0.52% active; AmpC nitrocefin hydrolysis, absorbance 480 nm, 0.0001% Triton; P00811; Potency, µM (series often up to 57.1 µM), for inactives: at the top dose activity change, negative = inhibition, usual class: inhibitors;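 also: potency is read from the fitted curve at half-maximal effect; plate controls were no compound for no effect and no enzyme for full effect; nearly all actives have a fitted effect of over 20% in size; some results filed as inactive show a strong effect at the top dose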
# Target sequence (P00811 whole entry, looked up): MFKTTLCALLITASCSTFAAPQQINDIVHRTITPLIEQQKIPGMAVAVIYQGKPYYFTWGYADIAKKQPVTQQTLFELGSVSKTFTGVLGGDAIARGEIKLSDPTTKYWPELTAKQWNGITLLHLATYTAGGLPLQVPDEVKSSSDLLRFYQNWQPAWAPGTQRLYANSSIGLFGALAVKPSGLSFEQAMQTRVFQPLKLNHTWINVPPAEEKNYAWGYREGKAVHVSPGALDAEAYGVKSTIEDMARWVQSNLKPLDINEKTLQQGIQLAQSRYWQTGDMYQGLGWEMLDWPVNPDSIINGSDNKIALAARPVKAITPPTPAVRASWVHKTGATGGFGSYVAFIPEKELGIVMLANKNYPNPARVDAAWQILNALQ
#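 20 mM phosphate pH 7.0 + 0.01% (detergent screen) or 0.0001% Triton X-100; 5.3 nM AmpC reagent; cpd preinc 15 min RT; nitrocefin (800 uM stock) to start; A480 q20 s × 4 min; Activity was normalised to no-enzyme and no-compound control wells.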
# AmpC inh detg – blocks E. coli AmpC beta-lactamase in detergent assay; P00811; AmpC hydrolysis of nitrocefin, absorbance 480 nm, 0.01% Triton; Potency, µM (highest dose often 114 µM), without a hit: at the highest dose activity change, negative = inhibition, most hits filed as inhibitors; 370,000 tested, 0.041% active;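 also: potency is read from the fitted curve at half-maximal effect; 0% = no-compound wells and -100% = no-enzyme wells; nearly all actives have a fitted effect of over 25% in size; some results filed as inactive show a strong effect at the top dose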
#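 20 mM phosphate pH 7.0 + 0.01% (detergent screen) or 0.0001% Triton X-100; 5.3 nM AmpC reagent; cpd preinc 15 min RT; nitrocefin (800 uM stock) to start; A480 q20 s × 4 min; Activity was normalised to no-enzyme and no-compound control wells.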
# LmPK inhibitor – LmPK (Leishmania mexicana) enzyme inhibition; Q27686; purified LmPK, Kinase-Glo ATP luminescence, 1 h; Potency, µM (series often up to 57.5 µM), for the others: at the top dose activity change, negative = inhibition, most hits filed as inhibitors; 290,000 tested, 0.37% active; AID 1721; also: potency is read from the fitted curve at half-maximal effect
# Target sequence (Q27686 whole entry, looked up): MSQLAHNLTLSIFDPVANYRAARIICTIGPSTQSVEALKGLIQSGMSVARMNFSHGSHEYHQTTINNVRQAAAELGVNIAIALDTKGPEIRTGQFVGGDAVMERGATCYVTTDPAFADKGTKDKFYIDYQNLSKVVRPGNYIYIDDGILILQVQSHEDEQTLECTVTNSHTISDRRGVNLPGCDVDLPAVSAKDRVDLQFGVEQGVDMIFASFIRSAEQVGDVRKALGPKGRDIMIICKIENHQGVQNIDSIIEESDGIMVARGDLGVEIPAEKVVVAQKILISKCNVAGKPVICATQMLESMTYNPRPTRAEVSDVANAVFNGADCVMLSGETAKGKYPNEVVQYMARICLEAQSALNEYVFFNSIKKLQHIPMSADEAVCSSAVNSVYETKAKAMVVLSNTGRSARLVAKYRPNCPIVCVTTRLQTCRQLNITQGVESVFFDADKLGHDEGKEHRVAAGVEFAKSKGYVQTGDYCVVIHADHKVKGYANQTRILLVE
#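 Pyruvate kinase activity monitored as ATP production (luciferase luminescence). Conditions: 0.1 nM enzyme, 0.5 mM PEP, 0.1 mM ADP, 1 h, RT; normalized against uninhibited and no-enzyme wells.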
# HCV inhibitor – blocks hepatitis C virus. Huh7.5.1 HCVcc-Cre infection, luciferase reporter, 44 h. Potency, µM (titrated, usually from 41.8 µM), for the others: at the highest dose activity change, negative = inhibition, usual class: inhibitors. 340,000 tested, 3.4% active. AID 651820; also: potency is read from the fitted curve at half-maximal effect
#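 Compounds are dispensed onto cells plated 4 h earlier at 1,000 per well, with HCVcc-Cre virus (about 0.5 moi) added next. Following 44 h of culture, luminescent signal is measured for 15 sec after 15 min with substrate at room temperature.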
# * = called active by the depositor; ? = inconclusive; nt = not tested or not shown; [ ] = remark or other dose. Unless noted, calls follow the shape of the dose curve; as a rule, active = well fitted curve in the direction sought with a large enough effect; inconclusive = small, poorly fitted or top-dose-only effect, or another doubt; inactive = no such curve, though single readings can be large; an effect the other way counts as inactive or inconclusive. Unless noted, % is scaled to controls: 0 for no effect and ±100 for the full control effect.
# Values run as follows: Tb PYK inh	HCMV antiviral	AMA1 RON2 block	AmpC inh no detg	AmpC inh detg	LmPK inhibitor	HCV inhibitor
- CSc1ccc(C2c3c(oc4ccc(F)cc4c3=O)C(=O)N2c2ccc(C)cn2)cc1 (stereo not drawn)
  6%	7	nt	nt	18%	nt	nt
- CN(C(=O)c1cccc(C#N)c1)c1nnc(-c2ccccn2)s1
  -3%	-29	-7%	-23%	-1%	5%	5%
- COc1ccc(/C=N/N(C)C2=NCCN2)c(OC)c1OC
  2%	12	2%	8%	-11%	2%	-1%
- CCN(CC(=O)Nc1c(F)cccc1F)C(=O)c1nn(C)c(=O)c2ccccc12
  2%	-14	-1%	-6%	5%	nt	6%
- COc1cc(-c2nc(Cn3nnc(C(=O)Nc4cccc(Cl)c4)c3C)c(C)o2)cc(OC)c1OC
  8%	-5	nt	nt	21%	nt	nt
- COc1cccc(C(C(=O)NC2CCCC2)N(Cc2ccccc2OC)C(=O)c2ccco2)c1 (stereo not drawn)
  3%	20	-2%	31%	-3%	-3%	-9%
- CCOC(=O)CN1N=C(/C=C/c2ccc(OC)cc2)CCC1=O
  -1%	32	10%	54%	6%	3%	-3%
- COc1ccc(NC(=S)NCC2CCCO2)c(OC)c1 (stereo not drawn)
  -1%	87	0%	-7%	-1%	-9%	5%
- CC1CCN(C(=O)Cn2c(=O)n(CC3CCC(C(=O)NC(C)C)CC3)c(=O)c3sccc32)CC1 (stereo not drawn)
  2%	-4	nt	nt	7%	nt	nt
- O=c1c2c3c(sc2ncn1/N=C/c1ccco1)CCCC3
  -3%	-26	-5%	-28%	-9%	0%	-23%
- Cc1c([N+](=O)[O-])c(C(=O)Sc2ccc(Br)cc2)nn1C
  0%	?	15%	-10%	11%	6%	4%
- O=C(CCC(=O)Nc1ccccc1Cl)NNC(=O)Nc1cccc([N+](=O)[O-])c1
  3%	-3	67%[activator]	25%	-7%	8%	21%
- OC(COc1ccccc1)CN1CCN(c2cccc(Cl)c2)CC1 (stereo not drawn)
  0%	?	-28%	nt	nt	nt	13%
- COC(=O)c1c(NC(=O)c2cc(=O)c3c(C)cc(C)cc3o2)sc2c1CCCC2
  -1%	18	nt	nt	11%	nt	nt
- Cc1ccc(CNC(=O)C2CN(S(C)(=O)=O)c3cc(Cl)ccc3O2)cc1 (stereo not drawn)
  3%	-33	-2%	22%	7%	-1%	-10%
- COc1cccc(C(=O)OCc2ccccc2C#N)c1O
  1%	18	8%	-26%	-13%	12%	-6%
- Oc1cc2c(cc1CN1CCN(c3ccc(F)cc3)CC1)OCO2
  2%	11	32µM*	-18%	?	11%	9%
- Cc1cccc(S(=O)Cc2ccc(C(=O)NC3CCCCCC3)o2)c1 (stereo not drawn)
  0%	11	nt	nt	14%	nt	nt
- CCOc1ccc2nnnn2n1
  4%	7	37%[activator]	-2%	?	4%	9%
- COc1ccc(/C=C2\SC(=S)N(CCC(=O)NCCCn3ccnc3)C2=O)cc1
  3%	-32	7%	121%[activator]	0%	0%	13%
- CC(=O)c1ccc(Nc2cc(C)nc3ccccc23)cc1
  -5%	?	-2%	-38%	2%	0%	?
- COc1ccccc1OCC(=O)N1CCCCCC1
  2%	9	8%	nt	nt	nt	nt
- CCc1nc2ccc(C(=O)NCc3ccc4c(c3)OCO4)cn2c1N(C)Cc1ccc(OC)cc1
  3%	-20	-7%	nt	nt	nt	nt
- CCCCn1nnnc1C(CCc1ccccc1)N1CCN(C/C=C/c2ccccc2)CC1 (stereo not drawn)
  7%	-21	9%	nt	nt	nt	nt
- COc1ccc(C(c2c(C)[nH]n(C(N)=S)c2=O)C(C#N)C#N)cc1 (stereo not drawn)
  2%	12	-22%	-18%	1%	-1%	-2%
- CCc1nnc(NC(=O)c2ccc(Br)c(S(=O)(=O)N3CCOCC3)c2)s1
  -8%	7	-9%	-11%	-7%	1%	0%
- Cc1ccc(NC(=O)CSc2nc3c(c(=O)[nH]2)CCC3)c(C)c1
  -2%	?	13%	-24%	0%	-13%	-1%
- COc1cc2cc(CN(CCc3ccccc3C)C(=S)NCCCN(C)C)c(=O)[nH]c2cc1OC
  -7%	-36	-2%	111%[activator]	0%	4%	?
- Cc1nonc1CC(=O)N1CCCC(C(=O)c2cccc(C(F)(F)F)c2)C1 (stereo not drawn)
  3%	6	0%	19%	-1%	-13%	9%
- Cc1cc([N+](=O)[O-])cc(/C=N\NC(=O)C2COc3ccccc3O2)c1O (stereo not drawn)
  -8%	14	-1%	-36%	-3%	-2%	2%

# Single records (already shown). Screens in order: Tb PYK inh, HCMV antiviral, AMA1 RON2 block, AmpC inh no detg, AmpC inh detg, LmPK inhibitor, HCV inhibitor
# CCc1nc2ccc(C(=O)NCc3ccc4c(c3)OCO4)cn2c1N(C)Cc1ccc(OC)cc1 across the screens: 3%, -20, -7%, nt, nt, nt, nt
# Cc1ccc(NC(=O)CSc2nc3c(c(=O)[nH]2)CCC3)c(C)c1 across the screens: -2%, ?, 13%, -24%, 0%, -13%, -1%

# Following part.
# Values run as follows: Tb PYK inh	HCMV antiviral	AMA1 RON2 block	AmpC inh no detg	AmpC inh detg	LmPK inhibitor	HCV inhibitor
- Cc1cc(C)nc(CCNC(=O)c2cc(COc3c(C)cccc3C)on2)n1
  13%	30	4%	111%[activator]	5%	-6%	?
- Cc1ccc(NC(=O)CSc2nc3ccccc3nc2Cc2ccccc2F)cc1F
  -1%	-3	nt	nt	-3%	nt	nt
- COC(=O)c1sccc1S(=O)(=O)N(CC(=O)Nc1c(C)cccc1C)c1ccc(C)c(C)c1
  8%	-10	nt	nt	21%	nt	nt
- COC(=O)c1ccc(CNC(=O)C23CC4CC(CC(C4)C2)C3)cc1
  -1%	-11	4%	-1%	3%	-1%	-15%
- COc1ccc(NC(=O)CN(C)C(=O)c2cccc3ccccc23)cc1
  2%	-21	43%[activator]	-11%	-13%	nt	4%
- COc1ccc(C(=O)NC(=S)N2CCOCC2)cc1OC
  -4%	25	67%[activator]	-7%	2%	2%	6%
- CC(=O)Nc1ccc(S(=O)(=O)N(C)CC(=O)OC(C)C(=O)NC2CCCC2)cc1 (stereo not drawn)
  9%	14	28%	1%	2%	-10%	5%
- CC(=O)N1CCC(c2c[nH]c3ccccc23)CC1
  -7%	38	-18%	3%	0%	0%	1%
- O=C(O)C1CSC(c2ccccc2Cl)N1C(=O)c1ccc(Cl)cc1 (stereo not drawn)
  1%	-61*	-24%	-20%	2%	4%	10%
- CCOC(=O)C1=C(SCC)c2cc3c(n2C1=O)CCCC3
  -7%	-2	?	36%	?	-8%	?
- Cc1cc(C)cc(NC(=O)c2cc(C)nn2C)c1
  -2%	42	-12%	-9%	2%	-10%	-10%
- COc1ccc(Cl)cc1NS(=O)(=O)c1cccc(C(=O)NCC2CCCO2)c1 (stereo not drawn)
  -6%	0	9%	29%	4%	1%	11%
- O=C1c2cccc3cccc(c23)C(=O)N1CCCN(C(=O)c1cccs1)c1cccc(F)c1
  -1%	124	0%[2.32 µM]	-33%	-12%	-3%	12%
- Cc1ccc2c(c1)NCCO2
  -10%	-8	-1%	-15%	?	0%	-3%
- CCN(Cc1ccncc1)Cc1ccc(OC)cc1OC
  -6%	-10	0%	-4%	?	1%	5%
- CCN(CC)S(=O)(=O)c1ccc(OC)c(NC(=O)COc2ccccc2[N+](=O)[O-])c1
  3%	-5	0%	-18%	2%	1%	6%
- C=CCNC(=O)N[C@@H](Cc1ccccc1)C(=O)OC
  4%	16	-4%	-3%	1%	-4%	22%
- C[C@@H]1C[C@H](Nc2ccccc2)c2ccccc2N1C(=O)c1cccnc1
  -2%	-20	-22%	20%	1%	-2%	?
- O=C(NCc1ccc(F)cc1)C1CCCN(S(=O)(=O)c2cccnc2)C1 (stereo not drawn)
  -2%	-9	-17%	0%	3%	2%	2%
- O=C1CN(C(=O)COc2ncnc3ccccc23)c2ccccc2N1
  -9%	-17	-4%	-7%	11%	1%	20%
- CC1=C(C(=O)OCc2ccc(C)cc2)C(c2cccc(F)c2F)CC(=O)N1 (stereo not drawn)
  3%	-21	nt	nt	-3%	nt	nt
- Cc1cc(NS(=O)(=O)c2ccc3oc(=O)c4ncn(C)c4c3c2)ccc1Br
  1%	-25	nt	nt	-4%	nt	nt
- COc1ccc(NC(=O)c2ccc(-c3ccc(OC)cc3)s2)cc1
  5%	6	6%	-9%	?	-9%	-15%
- O=S(=O)(Nc1ccccn1)c1cc(Cl)ccc1Cl
  8%	13	-3%	-8%	-16%	0%	17%
- CCOCCCN(C)C1CCN(C(=O)c2oc3ccccc3c2NC(=O)Cc2cccc([N+](=O)[O-])c2)CC1
  0%	-3	5%	113%[activator]	-2%	-8%	-29%
- COc1cc(NC(=O)C/C(C)=N/NC(=O)c2cccs2)c(OC)cc1Cl
  13%	55	26%	73%[activator]	1%	-1%	-24%
- O=CN1CCN(C2CC(=O)N(c3ccc4c(c3)OCO4)C2=O)CC1 (stereo not drawn)
  -4%	41	0%	?	-2%	3%	15%
- CC(=O)Nc1cc(O)cc(O)c1
  -1%	-24	-6%	-13%	-5%	1%	-6%
- COc1ccccc1NC(=O)Cc1nn(C)c(=O)c2ccccc12
  2%	nt	-3%	-14%	2%	-1%	?
- Fc1ccc(-c2nnc(Cc3nnc(-c4ccc(F)cc4)o3)o2)cc1
  -3%	51	53%[activator]	-14%	?	2%	5%
- Cc1cn2c(=O)cc(COC(=O)c3cccc(NC(=O)COc4ccccc4C)c3)nc2s1
  -8%	?	nt	nt	12%	nt	nt
- Oc1ccc(/C=N/Nc2ncc(Br)cn2)c(O)c1
  -10%	124	27%[11.6 µM]	-49%	-4%	-6%	?
- c1ccc2cc(OCCN3CCCC3)ccc2c1
  3%	2	-2%	-2%	1%	-2%	8%
- O=C1c2ccccc2C(c2nnnn2Cc2ccccc2)N1Cc1ccc2c(c1)OCO2 (stereo not drawn)
  2%	-13	-10%	nt	nt	nt	nt
- Cc1[nH]c2ccccc2c1SCC(=O)N1CCC(C)CC1
  -1%	-20	-4%	-9%	-1%	10%[11.5 µM]	3%
- C/C(CCc1ccco1)=N\NC(=O)CNc1c(Br)cc(Br)cc1Br
  -9%	-18	40%[activator]	-24%	6%	-1%	?
- C[n+]1ccccc1/C=C/c1ccc([N+](=O)[O-])cc1
  -10%	-35	4%	-17%	-5%	-10%	10µM*
- O=C(Cc1ccc(NC(=O)N2CCSc3ncccc32)cc1)NCc1cccc(Cl)c1
  -1%[15.4 µM]	?	nt	nt	-1%	nt	nt
- CCCCn1c(N)c(N(CCOC)C(=O)c2cc3ccccc3cc2OC)c(=O)[nH]c1=O
  3%	-12	10%	-1%	?	nt	?
